Pf growth 96h = inhibits malaria parasite growth, 96 h; P. falciparum luciferase reporter growth, 96 h; Potency, µM (doses to about 28.7 µM), without a hit: at the top dose activity change, negative = inhibition, usual class: inhibitors; 320,000 compounds, 6.9% hits; AID 504834
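Parasite growth measured via integrated firefly luciferase reporter in P. falciparum. Infected erythrocytes at 2% hematocrit, 0.05% parasitemia final were treated 96 hours at 37 C under 5% CO2, and luminescence was read.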
Pf growth 48h = inhibits P. falciparum growth in the first generation, 48 h. P. falciparum luciferase growth in erythrocytes, 48 h. Potency, µM (top dose mostly 28.7 µM), inactives show top-dose activity change, negative = inhibition, most hits filed as inhibitors. 310,000 compounds, 5.9% hits
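Parasite viability was followed by luminescence of a genomically integrated firefly luciferase. Cultures held 0.1% parasitemia at 2% hematocrit (final), incubated under 5% CO2 at 37 C.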
Tb PYK inh = inhibitors of Trypanosoma brucei pyruvate kinase | Q57TT1 | TbPYK enzyme, Kinase-Glo Plus ATP luminescence, 45 min | Potency, µM (doses to about 76.8 µM), for inactives: at the top dose activity, negative = inhibition, actives largely listed as inhibitors | 410,000 compounds, 0.12% hits | AID 624173; further: nearly all actives have a fitted effect of over 50% in size
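Activity of T. brucei pyruvate kinase was followed by Kinase-Glo Plus luminescence after the enzyme reacted 45 min at room temperature with 130 uM ADP (final) and substrate. Test compounds were added before ADP at multiple concentrations.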
HCV inhibitor = inhibitors of hepatitis C virus infection; 340,000 compounds, 3.4% hits; Huh7.5.1 HCVcc-Cre infection, luciferase reporter, 44 h; AID 651820; Potency, µM (titrated, usually from 41.8 µM), for the others: at the top dose activity change, negative = inhibition, most hits filed as inhibitors
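After 44 h co-culture of compound, cells and HCVcc-Cre (~0.5 moi), substrate is added for 15 min at room temperature and luciferase measured over 15 sec. Cells were seeded at 1,000/well and pre-cultured 4 h.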
LmPK inhibitor = blocks Leishmania mexicana pyruvate kinase activity; Potency, µM (titrated, usually from 57.5 µM), for the others: top-dose activity change, negative = inhibition, actives largely listed as inhibitors; AID 1721; 290,000 compounds, 0.37% hits; purified LmPK, Kinase-Glo ATP luminescence, 1 h
Target sequence (Q27686 whole entry, looked up): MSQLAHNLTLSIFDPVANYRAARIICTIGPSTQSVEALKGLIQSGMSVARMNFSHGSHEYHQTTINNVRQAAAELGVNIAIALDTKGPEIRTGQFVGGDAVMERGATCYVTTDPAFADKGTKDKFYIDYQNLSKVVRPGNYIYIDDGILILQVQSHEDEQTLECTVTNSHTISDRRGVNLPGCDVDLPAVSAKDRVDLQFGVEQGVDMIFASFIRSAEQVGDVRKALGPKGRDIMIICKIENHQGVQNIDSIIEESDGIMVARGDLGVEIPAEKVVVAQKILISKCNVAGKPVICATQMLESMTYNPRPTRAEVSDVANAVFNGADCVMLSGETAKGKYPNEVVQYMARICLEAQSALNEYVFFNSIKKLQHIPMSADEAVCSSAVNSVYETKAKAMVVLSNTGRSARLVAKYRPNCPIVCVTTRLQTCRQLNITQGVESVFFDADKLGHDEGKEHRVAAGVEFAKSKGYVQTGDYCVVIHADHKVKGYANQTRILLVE
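Purified LmPK (0.1 nM) with 0.5 mM PEP and 0.1 mM ADP in imidazole buffer pH 7.2 with MgCl2/KCl, 1 h at room temperature. ATP formed was read by luciferase luminescence and normalized to no-enzyme and uninhibited controls.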
Sm TGR block = inhibitors of Schistosoma mansoni thioredoxin glutathione reductase; Q962Y6; purified TGR, DTNB reduction, TNB absorbance 405 nm; Potency, µM (top dose mostly 114 µM), without a hit: at the highest dose activity change, negative = inhibition, hits mostly inhibitors; 360,000 compounds, 3% hits; further: nearly all actives have a fitted effect of over 60% in size
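First, TGR (20 nM dispensed) and NADPH were mixed with compound. Second, a 15 min room-temperature incubation followed. Third, further NADPH and then DTNB were added to start the reaction. Finally, TNB absorbance was monitored kinetically.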
Numbers without * were called inactive; ? = inconclusive; . = not tested or not shown; & = joins results of further samples; [ ] = remark or other dose. The call rests on the fitted dose curve; in most records, active means well fitted curve in the direction sought with a large enough effect; inconclusive means small, poorly fitted or top-dose-only effect, or another doubt; inactive means no such curve, though single readings can be large; an effect the other way counts as inactive or inconclusive. On the % scale 0 is the no-effect control and ±100 the full control effect; potency means the concentration at half of the fitted maximal effect.

Start of the listing, in advance:
SMILES	Pf growth 96h	Pf growth 48h	Tb PYK inh	HCV inhibitor	LmPK inhibitor	Sm TGR block
Cc1nc2c(=O)n(C)c(=O)nc-2n(C)n1	-9%	0.33µM*	4%	0.56µM*	0%	?
C=CCNC(=O)c1snnc1-c1ccccc1	59%[activator]	.	-6%	9%	2%	13%
CC(=O)c1sc(NC(=O)C2CC(=O)N(Cc3ccccc3)C2)nc1-c1ccccc1 (stereo not given)	-20%	?	1%	-28%	.	7%
COc1cc(C2CC(=O)Oc3c(C(CCN4CCOCC4)c4ccc(N(C)C)cc4)c(OC)cc(OC)c32)cc(OC)c1OC (stereo not given)	?	12µM*	-15%	13%	4%	-12%
COc1ccc(S(=O)(=O)N(CC(=O)N2CCOCC2)Cc2ccccc2)cc1	?	-6%	0%	0%	-2%	-3%
COc1ccc(S(=O)(=O)N2CCC(C(=O)N[C@@H](C)C(=O)NCc3ccc(F)cc3)CC2)cc1	?	7%	3%	1%	4%	-13%
O=C(NNC(=S)NC(=O)c1ccc(F)cc1)c1cccnc1	7%	?	-8%	0%	-9%	1%
Cc1ccccc1CN1CCN(Cc2cc(=O)c3ccccc3[nH]2)CC1CCO (stereo not given)	9%	0%	2%	4%	-2%	?
Cc1cccc(C(C)C)c1NC(=O)c1ccc(COc2ccc3c(C)cc(=O)oc3c2)cc1	9.3µM*	?	1%	?	4%	6%
CCOC(=O)C1CCN(C(=O)c2cc(S(=O)(=O)N3CCCCC3)ccc2C)CC1	33%[activator]	?	1%	18%	2%	-4%
CCCc1cc(=O)oc2cc(OCc3ccc(C(=O)O)o3)ccc12	19%	21%	-5%	14%	-6%	0%
Cc1ccc(-n2nc3c(c2NC(=O)c2ccco2)CS(=O)(=O)C3)c(C)c1	?	-6%	-8%	3%	-1%	?
COc1ccc(C2C(Oc3ccccc3)C(=O)N2c2cc(C)ccc2C)cc1OC (stereo not given)	-27%	-19%	-2%	2%	1%	-17%
CCOc1ccc(-c2cn(-c3ccccc3OC)c(=S)[nH]2)cc1	21%	?	-21%	?	4%	8%
COc1ccccc1NS(=O)(=O)c1cccc(N2CC(O)=C(c3ccccc3)C2=N)c1	?	-28%	-1%	10%	-1%	-13%
NS(=O)(=O)c1cc(C(=O)O)cc(N2CCCC2)c1Oc1ccccc1	14%	-8%	4%	0%	.	-23%
COc1ccc(C(=O)N2CCN(c3ncnc4c(-c5ccccc5)nsc34)CC2)cc1	?	19%	-13%	-6%	7%	-2%
Cc1cc(C(=O)OCC(=O)NC(C)c2ccccc2)c(C)o1 (stereo not given)	3%	-3%	4%	3%	0%	69%[activator]
CCOc1ccc(S(=O)(=O)N2CCC(C(=O)N3CCN(c4ccccc4)CC3)CC2)cc1	12%	?	-5%	-2%	-12%	-26%

All compounds of this part, from the first entry:
SMILES	Pf growth 96h	Pf growth 48h	Tb PYK inh	HCV inhibitor	LmPK inhibitor	Sm TGR block
Cc1nc2c(=O)n(C)c(=O)nc-2n(C)n1	-9%	0.33µM*	4%	0.56µM*	0%	?
C=CCNC(=O)c1snnc1-c1ccccc1	59%[activator]	.	-6%	9%	2%	13%
CC(=O)c1sc(NC(=O)C2CC(=O)N(Cc3ccccc3)C2)nc1-c1ccccc1 (stereo not given)	-20%	?	1%	-28%	.	7%
COc1cc(C2CC(=O)Oc3c(C(CCN4CCOCC4)c4ccc(N(C)C)cc4)c(OC)cc(OC)c32)cc(OC)c1OC (stereo not given)	?	12µM*	-15%	13%	4%	-12%
COc1ccc(S(=O)(=O)N(CC(=O)N2CCOCC2)Cc2ccccc2)cc1	?	-6%	0%	0%	-2%	-3%
COc1ccc(S(=O)(=O)N2CCC(C(=O)N[C@@H](C)C(=O)NCc3ccc(F)cc3)CC2)cc1	?	7%	3%	1%	4%	-13%
O=C(NNC(=S)NC(=O)c1ccc(F)cc1)c1cccnc1	7%	?	-8%	0%	-9%	1%
Cc1ccccc1CN1CCN(Cc2cc(=O)c3ccccc3[nH]2)CC1CCO (stereo not given)	9%	0%	2%	4%	-2%	?
Cc1cccc(C(C)C)c1NC(=O)c1ccc(COc2ccc3c(C)cc(=O)oc3c2)cc1	9.3µM*	?	1%	?	4%	6%
CCOC(=O)C1CCN(C(=O)c2cc(S(=O)(=O)N3CCCCC3)ccc2C)CC1	33%[activator]	?	1%	18%	2%	-4%
CCCc1cc(=O)oc2cc(OCc3ccc(C(=O)O)o3)ccc12	19%	21%	-5%	14%	-6%	0%
Cc1ccc(-n2nc3c(c2NC(=O)c2ccco2)CS(=O)(=O)C3)c(C)c1	?	-6%	-8%	3%	-1%	?
COc1ccc(C2C(Oc3ccccc3)C(=O)N2c2cc(C)ccc2C)cc1OC (stereo not given)	-27%	-19%	-2%	2%	1%	-17%
CCOc1ccc(-c2cn(-c3ccccc3OC)c(=S)[nH]2)cc1	21%	?	-21%	?	4%	8%
COc1ccccc1NS(=O)(=O)c1cccc(N2CC(O)=C(c3ccccc3)C2=N)c1	?	-28%	-1%	10%	-1%	-13%
NS(=O)(=O)c1cc(C(=O)O)cc(N2CCCC2)c1Oc1ccccc1	14%	-8%	4%	0%	.	-23%
COc1ccc(C(=O)N2CCN(c3ncnc4c(-c5ccccc5)nsc34)CC2)cc1	?	19%	-13%	-6%	7%	-2%
Cc1cc(C(=O)OCC(=O)NC(C)c2ccccc2)c(C)o1 (stereo not given)	3%	-3%	4%	3%	0%	69%[activator]
CCOc1ccc(S(=O)(=O)N2CCC(C(=O)N3CCN(c4ccccc4)CC3)CC2)cc1	12%	?	-5%	-2%	-12%	-26%
Cc1cccc(OCCn2c(=O)sc3ccccc32)c1	-9%	49%[activator]	-1%	?	-4%	-2%
Cc1nnc(Sc2cc(NCCCO)c([N+](=O)[O-])c3nonc23)s1	?	0%	5%	10µM*	11%	0.32µM*
CCCC(=O)Nc1nc2ccc3nc(C)sc3c2s1	.	?	-1%	?	6%	-24%
FC(F)(F)C(Oc1nc(Nc2ccc(Cl)cc2)nc(N2CCOCC2)n1)C(F)(F)F	25%	?	3%	-15%	3%	5%
Cc1ccccc1S(=O)(=O)Cc1ccc(C(=O)N2CCN(C3CCCCC3)CC2)o1	-29%	-20%	-1%	-12%	-2%	-7%
COC(=O)CCCC1=CC2=CC(=O)C(C)(OC(=O)c3cccs3)C(=O)C2=CN1C1CCCCC1 (stereo not given)	?	?	-1%	12%	-2%[11.5 µM]	-32%
CCOC(=O)C1=C(CSc2nc(C)cc(C)c2C#N)OC(N)=C(C#N)C1c1cccs1 (stereo not given)	13%	-11%	0%	14%	-1%	?
CCOc1ccc(/C(O)=C2/C(=O)C(=O)N(c3nc(C)c(C)s3)C2c2ccco2)cc1 (stereo not given)	37%[activator]	44%[activator]	1%	-9%	0%	?
COc1ccc(C2OC(=O)CC2C(=O)NCc2ccc(Cl)cc2)cc1OC (stereo not given)	39%[activator]	108%[activator]	2%	5%	-3%	-5%
CCN(CC(=O)NC1CCS(=O)(=O)C1)S(=O)(=O)c1ccc2ccccc2c1 (stereo not given)	-7%	-8%	-4%	13%	0%	5%
Cc1cccc(C(C(=O)NC2CCCCC2)N(C(=O)c2csnn2)C2CC2)c1 (stereo not given)	-12%	0%	-17%	17%	-9%	12%
CCOC(=O)C1CCN(S(=O)(=O)c2ccc(NC(=O)c3ccco3)cc2)CC1	50%[activator]	-11%	12%	?	7%	0%
Cc1cc(C)cc(OCC(=O)Nc2ccc3c4c(cccc24)CC3)c1	47%[activator]	26%	1%	-19%	0%	-23%
CCN1C(=O)N(S(=O)(=O)c2ccc(C)cc2)[C@@H](c2ccccc2)C(C(=O)OC)=C1C	?	?	-1%	?	-2%[11.5 µM]	13%
CCN(CC)C(=O)CSc1nc2ccccc2c(=O)n1CC1CCCCC1	?	4.1µM*	-9%	?	0%	-8%
OC(CNCCc1ccc(Cl)cc1)COCc1ccco1 (stereo not given)	-7%	-17%	-7%	1%	3%	-25%
O=C(O)c1ccc(NS(=O)(=O)c2ccc(Cl)c(C(=O)Nc3ccccc3)c2)cc1	-22%	3%	-8%&0%	19%	-1%	4%&1%
COc1ccc(-c2nn(CCC#N)cc2C(=O)O)cc1	-36%[5.75 µM]	-5%	5%	10%	-6%	-3%
CCOc1ccc2[nH]c(=O)c(C(c3nnnn3Cc3ccco3)N3CCN(C)CC3)cc2c1 (stereo not given)	?	?	-5%	-12%	-6%	?
CNc1c([N+](=O)[O-])cnn1-c1ccc(C)cc1	?	3.3µM*	-24%	-11%	-4%	8%
COc1ccccc1Cn1c(=S)[nH]c2cc(C(=O)N3CCN(C)CC3)ccc2c1=O	0%	-2%	-23%	4%	1%	-6%
COc1ccc(OCC(O)CNC(=O)Nc2cc(C)cc(C)c2)cc1 (stereo not given)	-10%	-7%	2%	-3%	9%	0%
CC(C)c1ccc(CN(C(=O)c2ccco2)C2CCS(=O)(=O)C2)cc1 (stereo not given)	?	-12%	-2%	0%	2%	5%
COc1ccc(CNC(=O)COc2ccc(C)nc2[N+](=O)[O-])cc1	-1%	1%	2%	-5%	13%	-4%
Cc1ccc(/C=C/C(=O)NCCCn2ccnc2)cc1	35%[activator]	?	-11%	11%	0%	1%
COC(=O)C/C=C/[C@@H](C)[C@@H](/C=N/O[C@H](C)c1cn([C@@H]2COC[C@H]2O)nn1)NS(=O)(=O)c1ccc(C)cc1	-16%	?	.	7%[8.37 µM]	11%	-13%
CCCNC(=O)c1cc(-c2ccc(Br)cc2)on1	?	43%[activator]	2%	5%	0%	1%
CCn1cc(C(=O)NC(=S)Nc2ccccc2Br)cn1	44%[activator]	88%[activator]	3%	?	-1%	79µM*
COc1cc(S(=O)(=O)N2CCOCC2)ccc1F	3%	22%	-2%	17%	1%	5%
COc1ccccc1CNC(=O)Cc1ccccc1	-8%	0%	-8%	-19%	-1%	-2%
Nc1nc2n(n1)C(=O)CC(c1ccccc1)N2 (stereo not given)	9.3µM*	16%	-6%	-4%	2%	0%
Cc1cc(=O)oc2n[nH]c(-c3ccccc3)c12	-19%	18%	5%	5%	1%	2%
CCOc1cccc(OCC)c2c(C)[n+](CC3CCCO3)c(C)c1-2 (stereo not given)	.	?	-6%	-14%	-2%	?
Nc1ccc(-c2nnc(-c3ccccc3)o2)cc1	?	61%[activator]	-2%	-6%	0%	2%
CN(C(=O)CSc1nnn(C)n1)c1ccccc1	17%	2%	-9%	20%	-6%	-2%
